Screening data from PubChem BioAssay.
TTR transcr act = increases transthyretin transcription; activation, % at 16.7 µM; AID 1117267; SH-SY5Y TTR promoter Gaussia luciferase, luminescence; 100% = recombinant luciferase protein wells; 92,000 compounds, 1.3% hits;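 active = activation above the mean of all tested compounds plus 3 SD, cut at about 9.5% in these data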;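 note: cells exposed to compounds for one day before reading; 0% = median of all test compound wells on the plate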
Starred values were filed as active, the others as inactive. Not all compounds are listed; the hit share may differ from the screen's.

TTR transcr act	Molecule
-2.1	CCOC(=O)Cn1nnnc1CN(CCc1ccccc1)Cc1cc2cc(CC)ccc2[nH]c1=O
0.7	O=C(Nc1ccccc1)[C@@H]1[C@@H]2C(=O)N(c3ccc(F)cc3)C(=O)[C@@H]2[C@H]2C=CC=NN21
0.1	Cc1nn(-c2ccccc2)c2[nH]c(=O)c(CNCC3CCCO3)cc12 (stereo not given)
4.7	Nc1[nH]c(C(=O)c2ccccc2)c(-c2ccc(Cl)cc2Cl)c1C(=O)NCCC1=CCCCC1
6.3	Nc1nc(Cl)cc(Sc2ccc(F)cc2)n1
-1.4	Cc1c(CN2CCC(n3nccc3NC(=O)c3cccc(F)c3)CC2)cnn1C
-1.7	O=C(CNC(=O)c1ccco1)NCC(=O)OCC(=O)c1ccc(Cl)c([N+](=O)[O-])c1
-3.6	CCc1cccc(CC)c1NC(=S)NCCc1c(C)[nH]c2ccc(C)cc12
0.7	C=CCn1c(CC(=O)Nc2cccc(OC)c2)nnc1SCC(=O)NC1CCCCC1
3.2	NC(=O)N/N=C/c1cc(F)cc(F)c1
-1.5	CCOC(=O)Cn1nnc(-c2ccc(S(C)(=O)=O)cc2)n1
-1.8	Cc1ccc2nc(CSc3nc(C)nc4c3oc3ccccc34)[nH]c2c1
0.5	CC1C(=O)C(C)C(c2cccs2)NC1c1cccs1 (stereo not given)
2.2	O=S(=O)(NNc1ccc(F)cc1F)c1cccc(Cl)c1
-3.9	Cc1ccc(NC2=CC(=O)C(=O)c3ccccc32)c(C)c1

In another format: entries from further up.
| mol | TTR transcr act |
| --- | --- |
| O=C(CNC(=O)c1ccco1)NCC(=O)OCC(=O)c1ccc(Cl)c([N+](=O)[O-])c1 | -1.7 |
| CCc1cccc(CC)c1NC(=S)NCCc1c(C)[nH]c2ccc(C)cc12 | -3.6 |

(more compounds)
TTR transcr act	Molecule
4.9	COc1cc2c(=O)n(CC3CCCO3)c(=O)n(CC(=O)Nc3ccccc3)c2cc1OC (stereo not given)
0.9	COC(=O)C[C@H]1C=C[C@H](NC(=O)Nc2ccccc2)[C@@H](CO)O1
1.9	O=C(CNC(=O)c1ccccc1)OCC(=O)c1c[nH]c2ccccc12
-0.6	Cc1ccc(N2C(=O)N(CC(=O)c3cc(C)ccc3C)C(=O)C2C)cc1 (stereo not given)
0.9	O=C(CNC(=O)c1ccc(S(=O)(=O)N2CCCC2)cc1)N/N=C/c1c(Cl)cccc1Cl
0.5	COc1ccc(/C=C(\NC(=O)c2ccccc2Cl)C(=O)NCCCC(=O)O)cc1
-0.9	Nc1c(Cl)cnn(-c2ccccc2)c1=O
0.5	Cc1c(NC(=O)COc2ncnc3ccccc23)c(=O)n(-c2ccccc2)n1C
-0.3	COc1ccc(CC(=O)NNC(=S)Nc2ccccc2)cc1Br
-4.0	C/C(=N\NC(=S)NC(C)C)c1ccc(-n2ccnc2)cc1
0.3	Cc1ccc(S(=O)(=O)N2CCC[C@H]2C(=O)OCC(=O)N2c3ccccc3NC(=O)C2(C)C)cc1
-1.9	CCOC(=O)c1c(NC(=O)COc2cccc3c2CCN(C)C3=O)sc2c1CCC2
4.8	COCCNc1nc(SCC(=O)N2CCN(c3ccccc3)CC2)nc2ccccc12
-0.9	COc1ccc(Cc2c(-c3cccc(Br)c3)nc3ccc(Br)cn23)c(C)c1
-6.5	Cc1ccc(C2C3=C(CCCC3=O)N=C3c4ccccc4C(=O)C32)cc1 (stereo not given)

Later entries.
TTR transcr act	Molecule
-0.3	Cc1ccc(Sc2ccc(S(=O)(=O)Nc3ccc(CC(=O)O)cc3)cc2)cc1C
1.0	Cn1c(N)c(C#N)c(-c2ccccc2)c(C#N)c1=O
-1.2	CCOC(=O)CNC(=O)CN1C(=O)CC(c2ccccc2)S(=O)(=O)c2ccccc21 (stereo not given)
0.5	O=C(COC(=O)c1cc[n+]([O-])cc1)Nc1ccccc1Sc1ccccc1
-0.6	CCOC(=O)[C@]12CCCC3=C1N(CCC3)C(=O)[C@@H](CC(=O)NCCCOC)C2
1.0	CCOC(=O)C1(Cc2ccccc2)CCN(Cc2cnn(CC)c2)CC1
-0.7	CC(C(=O)Nc1ccc(Cl)cc1Cl)N1C(=O)NC2(CCCC2)C1=O (stereo not given)
-0.5	CC(C)Cn1ccc(=O)n(CC(C)C)c1=O
-0.6	CC(C)c1ccc(N2C(=NC(=O)C3CCCO3)SC3CS(=O)(=O)CC32)cc1 (stereo not given)
-1.9	O=S(=O)(Nc1ccc(Nc2ccccc2)cc1)c1ccc(F)cc1
2.8	COc1ccc(OC)c(NC(=O)CSc2ncccc2C(=O)O)c1
-1.0	CC1CCN(CC(=O)Nc2ccc(C(=O)N3CCCCC3)cc2)CC1
-5.4	NS(=O)(=O)c1ccc(N=Nc2ccc(O)c3ncccc23)cc1
5.0	CC(=O)c1cc2c(cc1NC(=O)Nc1cccc(Cl)c1)OCCO2
1.2	Cc1cc(=O)oc2cc(NC(=O)c3ccc(OC(F)F)cc3)ccc12

(listing goes on)
TTR transcr act	Molecule
1.6	c1ccc2sc(N3CCN(Cc4nnnn4CC4CCCO4)CC3)nc2c1 (stereo not given)
1.3	Cc1ccc(C(=O)O/N=C(\N)Cc2ccc([N+](=O)[O-])cc2)c(Cl)c1
-0.3	O=S1(=O)c2ccc(N3CCC[C@@H]3CO)cc2O[C@H]2CCN1C2
1.1	CCN1CNC(=S)N(CCc2ccccc2)C1
-0.8	O=C(c1ccccc1)N(Cc1cccs1)C1CCS(=O)(=O)C1 (stereo not given)
-1.4	CC(C)COC(=O)N(C)c1ccc(C(O)(C(F)(F)F)C(F)(F)F)cc1
-0.8	COc1ccc(C)cc1NC(=O)c1ccccc1NS(=O)(=O)c1cccc2cccnc12
-1.7	CCN(CC)c1ccc(/C=N/Nc2nc(C)cc(=O)[nH]2)c(O)c1
0.2	Cc1c(NC(=O)c2cc3nc(-c4ccc(Br)cc4)cc(C(F)(F)F)n3n2)c(=O)n(-c2ccccc2)n1C
-3.1	Nc1c(Cl)cc(-c2csc(NCCc3nc4cc(Cl)c(Cl)cc4n3CCCO)n2)cc1Cl
-4.0	Cn1cncc1C#Cc1c(-c2ccsc2)sc2ccccc12
-2.2	C/C(=N\NC(=O)c1cc(O)cc(O)c1)c1ccc(NC(=O)Cc2ccccc2)cc1
-1.9	CN(C)c1cccc2cccc(N(C)C)c12
-0.9	O=c1cc[nH]c2c(Cl)cccc12
1.1	CCOC(=O)C(c1ccccc1)C(Nc1ccc(Cl)c(Cl)c1)c1ccccn1 (stereo not given)

Remaining list, next part:
TTR transcr act	Molecule
5.9	CCOc1ccc(NC(=O)CCn2c(=O)[nH]c3ccsc3c2=O)cc1
-0.5	COCC(C)n1c(C)cc(C(=O)COC(=O)c2cc(=O)[nH]c3ccccc23)c1C (stereo not given)
-0.8	O=C(N/N=C/c1ccc([N+](=O)[O-])o1)c1cn(-c2ccccc2)nc1-c1ccc(Cl)cc1
-1.2	NNC(=O)c1ccc(CSc2n[nH]c(=O)[nH]c2=O)cc1
0.0	O=C(O)c1cc(-c2ccco2)nc2ccc(Br)cc12
2.0	c1ccc(Cc2noc(CN3CCN(CCOc4ccccc4)CC3)n2)cc1
-0.5	CCC1CCc2sc(C(=O)Nc3cc(S(=O)(=O)N4CCOCC4)ccc3OC)cc2C1 (stereo not given)
-0.6	O=C(N/N=C/c1cc2c3c(c1O)CCCN3CCC2)c1ccccc1O
2.4	CC1(C)OC(=O)C(=CNc2cccc(O)c2)C(=O)O1
1.1	COc1ccc(OCC(=O)Nc2cccc(NC(=O)c3ccco3)c2)cc1
0.4	COc1ccc(NC(=O)CNc2cc(C)ccc2C)cc1S(=O)(=O)N1CCOCC1
2.4	CN(CCCNC(=O)c1cc2c(=O)[nH]c3ccccc3c2n1C)Cc1ccccc1
-1.4	O=C(CCS(=O)(=O)c1ccc(Br)cc1)N1CCN(Cc2ccccc2)CC1
0.3	CC(C)(C)c1ccc(OCCC(=O)NNC(=O)c2ccccc2)cc1
-6.8	CCCCc1ccc(N/C(N)=N/c2nc(C)cc(C)n2)cc1

(continued)
TTR transcr act	Molecule
0.3	Cc1cc(Nc2ccccc2)c2c([N+](=O)[O-])cc(C)c(C)c2n1
-0.5	Cc1ccc(S(=O)(=O)Nc2ccc3nc(C)oc3c2)cc1
1.3	O=C(NN=Cc1c(O)ccc2ccccc12)C1CC1
2.2	CN(CC(=O)N1CCCC1)S(=O)(=O)c1cc(Cl)ccc1Cl
-1.5	O=c1cc2ncc(-n3cc([N+](=O)[O-])cn3)cn2[nH]1
2.5	CCOc1ccc2oc(C(=O)OCC(=O)NC(=O)NC)c(C)c2c1
4.6	O=C(Cc1cc(=O)[nH][nH]1)N/N=C/C=C/c1ccccc1
0.6	N#Cc1ccccc1S(=O)(=O)N1CCN(Cc2cc3c(cc2Br)OCCO3)CC1
3.0	CN(C)C(=O)c1cccc(-c2cccc3nccn23)c1
7.5	CCN(CC(=O)Nc1ccccc1C(F)(F)F)C(=O)c1cc(S(=O)(=O)N(C)C)ccc1N1CCCC1
-0.7	Cc1cccc(NC(=O)CSc2nnc(-c3ccc(S(=O)(=O)N4CCOCC4)cc3)n2C)c1
-3.9	COc1cc(OC)cc(C(=O)Nc2ccc3c(c2)CCCN3C(=O)c2cccs2)c1
-15	CCCCNc1c(-c2cccc(-c3ccc(OC)cc3)c2)nc2cc(C)ccn12
2.9	c1ccc2oc(-c3[nH]ncc3CN(Cc3ccncc3)CC3CCCO3)cc2c1 (stereo not given)
3.3	COC(=O)c1cc(=O)n(Cc2ccc(OC)cc2)c(=NCc2ccc(OC)cc2)s1

2 successive entries out of the list so far:
TTR transcr act	Molecule
-1.5	O=c1cc2ncc(-n3cc([N+](=O)[O-])cn3)cn2[nH]1
2.5	CCOc1ccc2oc(C(=O)OCC(=O)NC(=O)NC)c(C)c2c1

Following part:
TTR transcr act	Molecule
-0.7	Cc1cc(N2CCC(C)CC2)nc(NCc2ccccc2)n1
1.4	COc1ccc(/C(C)=N/Nc2nc3ccccc3nc2C)cc1
2.7	COc1cc(NC(=O)COc2ccc(F)cc2)nc(OC)n1
0.5	CCCCN1C2CCCC1CC(NC(=O)c1cccc(OC)c1)C2 (stereo not given)
0.1	Nc1n[nH]c(-c2ccc(Br)cc2)c1Cl
0.8	Cc1nc(CC(C)C)cc(C(=O)N2CCCC(Nc3ccc(C)c(C)c3)C2)n1 (stereo not given)
2.5	O=[N+]([O-])/C=C1\CCCCCN1
-1.0	C/C(=N/O)c1c(O)c(C)c(-c2ccccc2)n(-c2ccccc2)c1=O
0.8	Cc1ccc(CNc2ncnc3[nH]ncc23)cc1
-0.7	CCC(=O)N1CCCC1(C)C(=O)Nc1ccc2nc(C)ccc2c1 (stereo not given)
-1.6	COc1ccc(C2OCC(C)(C)CO2)cc1OC
3.1	COc1ccc(C(=O)NCCNc2ccc([N+](=O)[O-])cc2)cc1
1.0	CC(C(=O)Nc1ccc(S(=O)(=O)N2CCOCC2)cc1)N1CCN(c2ccccn2)CC1 (stereo not given)
0.2	CCN(CC)C(=O)C1CCCN(c2ccc([N+](=O)[O-])cc2[N+](=O)[O-])C1 (stereo not given)
-2.5	O=C(Nc1ccccn1)c1ccc(S(=O)(=O)c2ccc(Cl)cc2)cc1

Single values from the list.
`Cc1cc(N2CCC(C)CC2)nc(NCc2ccccc2)n1` in TTR transcr act is entered as -0.7
`O=[N+]([O-])/C=C1\CCCCCN1` in TTR transcr act is entered as 2.5
`COc1ccc(C2OCC(C)(C)CO2)cc1OC` in TTR transcr act is entered as -1.6
`COc1ccc(C(=O)NCCNc2ccc([N+](=O)[O-])cc2)cc1` in TTR transcr act is entered as 3.1

Among those listed so far, these have a furan ring, fused or not:
TTR transcr act	Molecule
-1.7	O=C(CNC(=O)c1ccco1)NCC(=O)OCC(=O)c1ccc(Cl)c([N+](=O)[O-])c1
-1.8	Cc1ccc2nc(CSc3nc(C)nc4c3oc3ccccc34)[nH]c2c1
-0.8	O=C(N/N=C/c1ccc([N+](=O)[O-])o1)c1cn(-c2ccccc2)nc1-c1ccc(Cl)cc1
0.0	O=C(O)c1cc(-c2ccco2)nc2ccc(Br)cc12
1.1	COc1ccc(OCC(=O)Nc2cccc(NC(=O)c3ccco3)c2)cc1
2.5	CCOc1ccc2oc(C(=O)OCC(=O)NC(=O)NC)c(C)c2c1
2.9	c1ccc2oc(-c3[nH]ncc3CN(Cc3ccncc3)CC3CCCO3)cc2c1 (stereo not given)

(listing goes on)
TTR transcr act	Molecule
-0.9	Cc1ccc(NC(=O)CCl)c(C)c1
-0.1	COc1ccc(NC2CC(=O)N(c3cccc([N+](=O)[O-])c3)C2=O)cc1 (stereo not given)
2.1	O=S1(=O)CCOCCCN1Cc1ccccc1F
1.3	COc1ccc(OC)c(C(=O)c2ccc(Cl)cc2)c1
-3.0	N#C/C(=C\c1ccccc1)c1nc2ncccc2[nH]1
-0.2	CC(=O)N1c2c(cc(Br)cc2S(=O)(=O)N2CCCCC2)CC1C (stereo not given)
1.6	CCC(=O)N(Cc1cc2cc(OC)ccc2[nH]c1=O)c1cc(C)ccc1C
1.4	Cc1ccc(C2(C)NC(=O)N(CC(=O)N3CCN(S(=O)(=O)c4cccc([N+](=O)[O-])c4)CC3)C2=O)cc1 (stereo not given)
-2.6	N=c1ccn(Cc2c(Cl)cccc2Cl)cc1
-1.4	N#CCCN(Cc1cccnc1)C(=S)NC(=O)c1ccco1
-0.6	Cc1occc1C(=O)Nc1ccc(S(=O)(=O)N2CCCC2)cc1
0.0	O=S(=O)(c1ccc(F)cc1)c1nc(-c2ccccc2F)oc1N1CCCCC1
0.7	CCC(C)c1ccc(OCC(=O)NNC(=O)C2CCCCC2)cc1 (stereo not given)
-1.7	CC(=NC1CCCCC1)c1ccc(O)cc1O
-1.2	CC1=NNC(=O)C1Oc1ccccc1 (stereo not given)

(list continues)
TTR transcr act	Molecule
-0.4	O=C(O)c1cc(NC(=O)c2cccc(F)c2)cc(NC(=O)c2cccc(F)c2)c1
0.2	COc1ccc(NC(=O)C(Cc2cc(C)cc(C)c2)C(C)C(=O)O)cc1 (stereo not given)
-0.5	CCOC(=O)C1CCCN(C(=S)Nc2ccc(F)cc2)C1 (stereo not given)
-0.3	COCC1CCN(C(=O)c2cc(COc3ccc(F)cc3F)on2)C1 (stereo not given)
2.6	O=C(/C=C/c1ccccc1[N+](=O)[O-])Nc1ccc(S(=O)(=O)Nc2ncccn2)cc1
-0.7	COc1cc(/C=N\n2nnnc2N)ccc1OCc1ccc(F)cc1
